# Assay outcomes as filed in PubChem BioAssay.
# Anthrax LF inh2: Bacillus anthracis LF protease inhibitors, primary screen, biochemical, multiplex microsphere, MLPCN library. Lethal factor (Bacillus anthracis), P15917. multiplex microsphere protease cleavage assay. inhibition, % at 10 µM. 0.12% of 360,000 active. AID 588501, 2011; note: plate controls were buffer without enzyme for full effect and enzyme alone for no effect
# Target sequence (P15917 whole entry, looked up): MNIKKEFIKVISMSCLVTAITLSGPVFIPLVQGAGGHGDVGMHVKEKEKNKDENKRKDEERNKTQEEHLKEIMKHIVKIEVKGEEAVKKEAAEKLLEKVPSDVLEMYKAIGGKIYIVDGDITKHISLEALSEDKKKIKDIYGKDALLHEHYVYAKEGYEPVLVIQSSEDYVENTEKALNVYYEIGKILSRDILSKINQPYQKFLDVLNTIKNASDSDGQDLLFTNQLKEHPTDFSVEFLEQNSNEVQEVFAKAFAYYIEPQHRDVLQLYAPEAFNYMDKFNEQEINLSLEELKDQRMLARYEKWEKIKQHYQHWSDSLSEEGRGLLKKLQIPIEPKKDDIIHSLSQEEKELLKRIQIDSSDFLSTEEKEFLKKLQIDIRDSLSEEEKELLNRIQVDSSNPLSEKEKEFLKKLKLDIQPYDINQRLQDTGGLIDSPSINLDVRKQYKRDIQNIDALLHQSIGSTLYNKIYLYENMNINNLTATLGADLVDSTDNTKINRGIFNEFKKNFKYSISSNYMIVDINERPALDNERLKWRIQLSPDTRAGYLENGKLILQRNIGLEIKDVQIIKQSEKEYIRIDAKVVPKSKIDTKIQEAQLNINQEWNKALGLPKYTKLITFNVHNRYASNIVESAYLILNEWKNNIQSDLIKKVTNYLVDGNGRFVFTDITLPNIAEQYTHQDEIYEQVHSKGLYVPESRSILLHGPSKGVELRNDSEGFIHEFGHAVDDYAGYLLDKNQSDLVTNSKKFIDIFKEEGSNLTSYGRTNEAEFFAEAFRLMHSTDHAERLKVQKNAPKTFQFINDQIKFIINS
# SARS 3CLpro inh: SARS-CoV 3CLpro protease inhibitors, primary screen, biochemical, quenched FRET; recombinant SARS-CoV 3CLpro, quenched FRET peptide cleavage; AID 1706, 2009; inhibition, % at 6 µM; 0.14% of 290,000 active; in the data active = inhibition above about 12%
# PrPC surface inh: inhibitors of human cell surface prion protein PrPC, primary screen, cell-based, TR-FRET. Major prion protein (Homo sapiens), P04156. TR-FRET read-out. inhibition, % at 13.8 µM. 0.43% of 370,000 active; in the data active = inhibition above about 24%; note: 0% = median of the test wells and 100% = reference compound wells
# BoNT-A LC inh2: BoNT/A light chain protease inhibitors, primary screen, biochemical, flow cytometry, MLPCN library; Botulinum neurotoxin type A light chain protease (Clostridium botulinum A str. ATCC 3502); multiplex microsphere protease substrate cleavage; inhibition, % at 10 µM; 0.17% of 360,000 active; AID 588499, 2011; note: plate controls were buffer without enzyme for full effect and enzyme alone for no effect
# PfHsp40 rescue: rescue of yeast from PfHsp40 toxicity, primary screen, S. cerevisiae, ATP luminescence; S. cerevisiae expressing PfHsp40, growth rescue; growth rescue, % at 12.5 µM; 0.68% of 340,000 active; AID 504582, 2011; in the data active = growth rescue above about 28%, passing the limit was not always enough; inconclusive = no clear call, values can overlap the other calls;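 note: yeast W303a lacking pdr1 and pdr3 grown in galactose medium; growth measured after three days at 30 °C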
# Vc quorum ag: inducers of Vibrio cholerae quorum light production without autoinducers, primary screen, BH1578 luxS cqsA deficient, single point. activation, % at 18.7 µM. V. cholerae BH1578 lux reporter, luminescence, 6 h. 0.16% of 350,000 active; in the data active = activation mostly above about 9.7%, no sharp cut-off; inconclusive = no clear call, values can overlap the other calls; inactive = mostly below about 3.7%; note: not every result past the cut was called active; inactives centre near 0; reference of the scale not given here
# PriA SSB inh: inhibitors of Klebsiella pneumoniae PriA binding to SSB C-terminal tail, primary screen, biochemical, AlphaScreen. PriA–SSB C-terminal tail interaction (Klebsiella pneumoniae). AlphaScreen SSBct-PriA binding, biotinylated peptide. inhibition, % at 33 µM. 0.6% of 430,000 active; in the data active = inhibition mostly above about 37%, no sharp cut-off; inactive = mostly below about 20%;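 note: plate controls were negative control peptide for no effect and reference peptide for full effect; strong numbers were not always called active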
# Yp Topo-I inh: Yersinia pestis topoisomerase I inhibitors, primary screen, biochemical, cleavage product accumulation, plate reader, single point. Y. pestis Topo-I cleavage product accumulation. activity, % at 10 µM. 0.064% of 360,000 active; in the data active = activity above about 50%, passing the limit was not always enough; inconclusive = no clear call, values can overlap the other calls; note: inactives centre near 2
# TcdB GH inh: TcdB glycohydrolase inhibitors, primary screen, biochemical, single point, plate reader; TcdB glycohydrolase enzymatic assay; AID 652162, 2013; inhibition, % at 9.99 µM; 0.24% of 350,000 active; Toxin B (Clostridioides difficile), P18177; in the data active = inhibition above about 10%
# Active calls of the source: *; i = inactive; u = inconclusive; x = no result given. Cut-off read from the data, not from the text of the source, unless noted: active = inhibition above about 30%; inconclusive = no clear call, values can overlap the other calls; inactive = below that. Some of the compounds tested; the hit share may differ from the screen's.
SMILES,Anthrax LF inh2,SARS 3CLpro inh,PrPC surface inh,BoNT-A LC inh2,PfHsp40 rescue,Vc quorum ag,PriA SSB inh,Yp Topo-I inh,TcdB GH inh
CCC(C(=O)NCc1ccco1)N(C(=O)CNS(=O)(=O)c1ccccc1)c1ccc(F)cc1 (stereo unspecified),-11,3,10,-4.2,2.2,-0.2,3,5,-4.5
CC1(c2nnnn2Cc2ccccc2)CCC(=O)N1Cc1ccco1 (stereo unspecified),-4,x,-8,-0.6,x,x,x,x,-0.2
O=C(NCc1ccccc1)C1CCN(S(=O)(=O)N2CCOCC2)CC1,4,-2,-1,0.1,0.5,-5.6,-11,2,x
Cc1cc2oc(C(=O)NCC(c3ccco3)N3CCCC3)c(C)c2cc1C (stereo unspecified),-4,x,10,-0.7,x,i,x,19,-8.3
CC(C)=C1C(=O)NN(c2ccc(C)c(Cl)c2)C1=O,0,3,7,0.2,-0.2,i,-2,-10,-0.3
CCOC(=O)COc1cc(Br)c(C2NC(=O)NC(C)=C2C(C)=O)cc1OCC (stereo unspecified),-2,0,5,0.8,-0.5,-6.2,3,5,x
O=C(CSc1nc2ccccc2c(=O)[nH]1)N1CCN(c2ccccc2F)CC1,-2,4,-5,-0.6,-0.2,-0.4,-6,41,1.7
CCOc1ccc2ccccc2c1/C=N/n1cncn1,-3,-2,12,-0.1,-0.7,3.8,x,6,x
O=C1c2ccccc2C(=O)N1C1CCCCC1,50*,4,7,-3.4,-0.8,-0.6,-28,1,-0.5
Cc1cc(C)n(-c2nc(-c3ccccc3)cs2)n1,1,7,-5,0.6,0.2,i,-72,15,x
O=C(NCC1CCCO1)c1c(O)c2cccc3c2n(c1=O)CCC3 (stereo unspecified),x,1,5,x,1.3,-0.6,8,5,x
COc1cccc(C(=O)NC2C(=O)N3C(C(=O)O)=C(COC(C)=O)CSC23)c1 (stereo unspecified),-5,x,-4,0.0,1.2,i,-6,7,-0.7
CCCCCCn1cc(C(=O)O)c(=O)c2cc(F)c(N3CCCCC3)cc21,x,2,-6,x,1.1,-0.8,-4,1,0.9
COc1ccc(NC(=O)c2cc(-c3ccc(C)c(C)c3O)n[nH]2)cc1Cl,2,3,4,-1.0,-0.5,i,-3,-5,0.5
CCOC(=O)c1c(C)oc2cc(Br)c(OC(C)C(=O)OCC)cc12 (stereo unspecified),-10,4,-7,-1.9,2.7,5.6,-61,44,x
CC(=O)Nc1cccc(-c2ccnc3c2CC(C(=O)NC(C)C)O3)c1 (stereo unspecified),-2,x,-7,-0.3,x,-0.8,x,-7,0.5
CCOc1ccc(S(=O)(=O)NCCC(=O)NC2CCN(Cc3ccccc3)CC2)cc1,3,x,-2,-5.7,-0.7,-1.7,-10,10,-1.5
COCCCNC(=S)N1CCC(NC(=O)c2ccco2)CC1,-4,4,-3,0.1,2.6,i,-5,-1,0.0
CC1(C)CCCC(C)(C)N1CC(O)COCCOc1ccc(Br)cc1 (stereo unspecified),1,2,2,-0.1,-1.0,-0.3,-9,10,x
Cc1cc(C(F)(F)F)c(C#N)c(SCC(=O)NC(C)(C)C)n1,-2,-3,6,-3.6,1.4,12,-8,-7,x
CCOc1nc2cnccc2n(CC(=O)Nc2c(C)cccc2CC)c1=O,-1,-6,9,1.5,-0.1,-0.3,6,-3,-0.3
O=C(Cn1ccc2ccccc2c1=O)NCCC(=O)N1CCN(C2CCCCC2)CC1,-6,6,1,-1.2,-0.2,-0.3,-7,-2,x
O=C(NCC1CCCO1)c1cn(-c2ccccc2)nc1-c1ccc(F)cc1 (stereo unspecified),-5,1,-2,-1.1,-1.1,0.3,-28,-1,0.7
COc1ccccc1Cn1c(=O)c2ccccc2n2c(Sc3ncnc4sccc34)nnc12,-1,4,-2,1.2,23,-0.3,1,2,x
COc1ccc(CN(C)C(C)C(=O)Nc2ccc(S(=O)(=O)N3CCCCC3)cc2)c(OC)c1 (stereo unspecified),17,x,-2,-0.1,-1.5,-0.8,1,3,0.0
CC(=O)Nc1ccc(S(=O)(=O)N2CCN=C2c2ccccc2)cc1,3,-1,-1,2.8,-1.1,-0.6,-26,5,-1.1
CCCn1c(=O)c(C(=O)Nc2ccccc2C(=O)OC)c(O)c2ccccc21,0,6,12,-0.8,-0.4,-17,0,-6,x
COc1ccc(C(=O)NCCN2CCN(C(=O)c3ccc(OC)c(OC)c3)CC2)cc1OC,-3,-2,-3,1.3,0.0,-0.3,2,1,-0.9
COc1ccc(OCc2cc(C(=O)N3CCCC(O)C3)no2)c2ccccc12 (stereo unspecified),2,5,1,5.0,1.4,-1.5,8,32,0.9
CN1CCN(c2nc(N3CCN(c4ccccc4)CC3)ncc2F)CC1,0,-1,7,1.4,1.1,1.6,4,0,x
CCOC(=O)C1CCN(CC(C)(C)NS(=O)(=O)c2ccc(Cl)cc2)CC1,-10,-1,-3,0.2,1.5,i,-9,4,-0.1
COc1ccc(Cl)cc1S(=O)(=O)N1CCCC(C(=O)NCc2ccncc2)C1 (stereo unspecified),x,1,-2,x,-1.1,i,24,20,2.0
CC(C)C[C@H]1CNC(=S)N1C[C@H]1CCCN1C[C@H](Cc1ccc(O)cc1)N1C[C@H](Cc2ccc(O)cc2)N(CC2CCCCCC2)C1=S,4,x,2,-0.3,x,x,x,x,1.0
C/C(CC(=O)Nc1cccc2c1CCCC2)=N\NC(=O)Cc1ccccc1,-9,-1,-6,0.2,0.7,-4.0,x,11,-0.6
CC(C)Oc1ccc(/C=C/C(=O)NCC2COc3ccccc3O2)cc1 (stereo unspecified),4,8,-4,0.0,3.2,-0.3,-10,15,-1.7
CCC(C)Nc1nc2c(c(=O)n(C)c(=O)n2C)n1Cc1ccc(F)cc1 (stereo unspecified),-2,-8,13,u,-0.2,-0.5,-9,1,2.3
CCOCCn1c(=O)c2c(nc3n2CCCN3Cc2ccccc2)n(C)c1=O,-6,2,0,-1.4,x,-0.2,10,5,-0.5
Cc1cccc(NC(=O)C2CCN(S(=O)(=O)c3ccc4c(c3)C(C)(C)C(=O)N4C)CC2)c1C,-3,-2,-3,-0.3,-1.0,-0.2,-15,12,1.5
C[C@@H](C(=O)Nc1ccc2ccccc2c1)[C@H]1C[C@]1(C)[C@H](NC(=O)c1cccnc1)c1ccccc1,x,0,-5,x,x,x,1,x,-0.4
CC(C)OC(=O)Nc1ccc(Oc2c(F)c(F)c(F)c(F)c2F)cc1,-2,0,0,-0.3,0.1,-3.1,-17,3,x
COc1cc(Br)c(CCNC(=O)Cc2ccccc2)cc1OC,0,-5,5,0.2,-0.1,-0.2,-3,5,x
CC(=O)COc1c(-c2ccco2)oc2ccccc2c1=O,6,0,-17,-2.6,1.5,-1.2,-5,9,1.5
CCOc1cccc(/C(O)=C2/C(=O)C(=O)N(Cc3ccco3)C2c2ccncc2)c1 (stereo unspecified),-6,-1,0,0.2,-0.5,i,x,-6,x
COc1cc(NC(=O)C/C(C)=N/NC(=O)Cc2ccc(Cl)cc2)c(OC)cc1Cl,0,7,0,-0.4,-1.4,3.8,x,14,x
Cc1ccc(S(=O)(=O)NCCC(=O)Nc2ccc(Cl)c(Cl)c2)cc1C,-1,6,-6,-0.3,1.6,-2.9,-6,-9,0.6
CC(=O)c1cccc(NC(=O)c2ccco2)c1,1,-4,-5,0.2,-0.6,i,-1,1,x
CC(C)NC(=O)c1ccc(COCC(F)(F)C(F)F)cc1,3,1,4,5.6,-0.7,i,-13,5,x
COc1ccc(C(OC(=O)c2cccs2)C(=O)NCC2CCCO2)cc1 (stereo unspecified),1,-5,5,0.3,-0.7,-0.5,-7,-3,x
COc1ccc(CCNC(=O)C(=O)NCC2OCCN2S(=O)(=O)c2ccccc2)cc1 (stereo unspecified),-4,0,7,-0.2,2.2,i,-11,-5,0.1
Nc1nnc(SCC(=O)N2CCN(c3ccccc3)CC2)s1,-2,1,17,1.4,-0.3,-0.2,-2,1,x
CCN(CC)C(=O)c1sc2c(c1C)c(=O)n(-c1ccc(OC)cc1OC)c(=O)n2CC(=O)c1ccccc1,1,-7,1,-0.4,-0.3,-0.9,-4,1,-1.0
CCOc1ccc(Nc2nc(N)c([N+](=O)[O-])c(NCc3ccccc3)n2)cc1,x,-4,-1,x,0.0,-1.3,2,-6,-0.1
COCCN(C(=S)Nc1ccc(C)c(C)c1)C(C)c1ccco1 (stereo unspecified),-3,1,-2,-2.3,4.8,0.4,-7,-1,1.7
Cn1cc(CN2CCC(n3nccc3NC(=O)CCOc3ccccc3)CC2)cn1,-3,4,2,-1.1,-1.5,-0.6,-8,-2,-1.7
Cc1ccc2nc(NC(=O)c3ccc4c(c3)OCO4)sc2c1,1,-3,5,-0.3,1.0,i,-3,-1,0.9
COc1ccc(NC(=O)CN(C)C(=O)c2cc3c(cc2Cl)N2CCCCCC2=NS3(=O)=O)cc1,-2,x,1,1.6,0.8,i,0,-1,0.8
O=C(OCc1cn([C@H]2C[C@H](c3ccccc3)N(C(=O)c3cccs3)C[C@@H]2O)nn1)c1ccccc1,2,x,-1,0.0,x,-0.4,x,20,1.8
Cc1ccc(NC(=O)CSCC(=O)NCCc2ccccc2)c(C)c1,u,x,5,1.1,-0.8,1.1,6,-4,0.8
Cc1nc2ccc(-n3ccc(=O)cc3)cc2s1,0,-3,6,0.6,0.5,-3.6,-10,-6,1.8
Cc1ccccc1CN(C)C(C)C(=O)Nc1ccccc1F (stereo unspecified),-9,5,-7,0.7,0.1,0.4,-44,18,3.9

# Only Anthrax LF inh2, TcdB GH inh and Vc quorum ag (four entries from above):
structure	Anthrax LF inh2	TcdB GH inh	Vc quorum ag
Cc1ccc2nc(NC(=O)c3ccc4c(c3)OCO4)sc2c1	1	0.9	i
COc1ccc(NC(=O)CN(C)C(=O)c2cc3c(cc2Cl)N2CCCCCC2=NS3(=O)=O)cc1	-2	0.8	i
O=C(OCc1cn([C@H]2C[C@H](c3ccccc3)N(C(=O)c3cccs3)C[C@@H]2O)nn1)c1ccccc1	2	1.8	-0.4
Cc1ccc(NC(=O)CSCC(=O)NCCc2ccccc2)c(C)c1	u	0.8	1.1

# Additional records
SMILES,Anthrax LF inh2,SARS 3CLpro inh,PrPC surface inh,BoNT-A LC inh2,PfHsp40 rescue,Vc quorum ag,PriA SSB inh,Yp Topo-I inh,TcdB GH inh
NS(=O)(=O)c1ccc(CCNC(=O)COC(=O)/C=C/c2ccccc2Cl)cc1,-5,0,4,-1.2,0.2,i,4,25,0.4
CN(C)C(CNC(=O)c1ccc2nccnc2c1)c1ccco1 (stereo unspecified),-12,x,-12,0.7,0.0,i,-1,1,1.8
O=C(N/N=C/c1ccccc1F)c1csc2c1CCCC2,-3,-2,10,-0.9,-1.7,0.4,x,8,-5.4
COc1cc(CCNC2=CC(=O)c3ncccc3C2=O)ccc1O,-12,x,-32,-1.3,0.0,5.6,15,-5,2.8
O=C(CC(SCCO)c1ccc2c(c1)OCO2)c1ccco1 (stereo unspecified),0,2,-4,0.5,-1.5,i,-1,6,x
C=C(C)CC(NCc1ccco1)c1ccc(OC)cc1 (stereo unspecified),0,6,-4,0.2,-1.6,4.2,-5,6,x
CC(=O)CSc1nnc(-c2ccc(S(=O)(=O)N3CCC(C)CC3)cc2)o1,-2,-1,-4,-0.2,-1.0,-3.3,-9,3,x

# Arranged by molar mass (rising): part of the list above
SMILES,Anthrax LF inh2,SARS 3CLpro inh,PrPC surface inh,BoNT-A LC inh2,PfHsp40 rescue,Vc quorum ag,PriA SSB inh,Yp Topo-I inh,TcdB GH inh
O=C(N/N=C/c1ccccc1F)c1csc2c1CCCC2,-3,-2,10,-0.9,-1.7,0.4,x,8,-5.4
CN(C)C(CNC(=O)c1ccc2nccnc2c1)c1ccco1 (stereo unspecified),-12,x,-12,0.7,0.0,i,-1,1,1.8
O=C(CC(SCCO)c1ccc2c(c1)OCO2)c1ccco1 (stereo unspecified),0,2,-4,0.5,-1.5,i,-1,6,x
